Screening results as filed in PubChem BioAssay.
CHT PAM – allosteric activators of human choline transporter CHT | AID 488977 | B-score at 10 µM | hit rate 0.49% among 310,000 | Q9GZV3 | CHT-expressing cells, membrane potential dye, choline EC20; stronger effect = higher value; LV-AA mutant CHT in HEK293 cells;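 active = initial fluorescence not abnormally high and integrated response B-score, plate-corrected, over 3 SD above library mean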
Target sequence (Q9GZV3 whole entry, looked up): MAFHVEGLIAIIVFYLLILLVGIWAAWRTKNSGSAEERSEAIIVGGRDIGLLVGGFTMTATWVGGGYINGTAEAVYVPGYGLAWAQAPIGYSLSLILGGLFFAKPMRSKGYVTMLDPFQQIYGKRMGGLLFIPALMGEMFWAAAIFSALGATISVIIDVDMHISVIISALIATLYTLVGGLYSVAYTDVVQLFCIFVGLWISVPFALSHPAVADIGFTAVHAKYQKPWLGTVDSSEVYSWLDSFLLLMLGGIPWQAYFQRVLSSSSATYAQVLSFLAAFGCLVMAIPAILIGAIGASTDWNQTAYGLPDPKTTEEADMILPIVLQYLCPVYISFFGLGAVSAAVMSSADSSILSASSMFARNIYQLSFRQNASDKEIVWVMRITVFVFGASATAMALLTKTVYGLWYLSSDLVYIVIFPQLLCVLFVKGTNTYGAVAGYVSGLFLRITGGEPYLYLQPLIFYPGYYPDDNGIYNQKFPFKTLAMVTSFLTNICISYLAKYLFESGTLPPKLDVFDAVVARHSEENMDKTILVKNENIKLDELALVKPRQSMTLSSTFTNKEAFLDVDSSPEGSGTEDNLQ
CHT inh – inhibits the human high affinity choline transporter | AID 488975 | B-score at 10 µM | hit rate 0.86% among 310,000 | CHT-expressing cells, membrane potential dye, choline response; stronger effect = lower value | Q9GZV3;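 active = B-score over 3 SD under the library average, and starting fluorescence ratio not unusually high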;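 note: choline stimulus applied at its EC90 after an EC20 pre-addition; B-score computed on integrated fluorescence ratio after choline addition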
The depositor's hits bear a star.

The opening twelve entries, to show the layout:
For COc1ccc(CN2CCC(N3CC(C)OC(C)C3)CC2)c(OC)c1 (configuration not stated) the results were CHT PAM inactive and CHT inh inactive.
Screening CCN(C(=O)Cc1ccc(NC2=NC3CS(=O)(=O)CC3S2)cc1)c1ccccc1 (configuration not stated) returned CHT PAM inactive and CHT inh inactive.
Screening Cc1ccc(CCN2CC(C(=O)NCc3ccco3)CC2=O)cc1 (configuration not stated) returned CHT PAM inactive and CHT inh inactive.
For CCC(C)[C@H](NC(=O)NCc1ccccc1)C(=O)O (some centres not stated) the results were CHT PAM inactive and CHT inh inactive.
`COCCNC(=O)CCn1nc(-c2ccc(C)cc2)c2ccccc2c1=O` gave CHT PAM inactive and CHT inh inactive.
For COc1cc(OC)cc(C(=O)Nc2cccc3ccccc23)c1 the results were CHT PAM inactive and CHT inh inactive.
For Nc1nc2ccccc2n1C(=O)c1ccccc1 the results were CHT PAM inactive and CHT inh inactive.
`CC(C)c1nnc(NC(=O)Cc2ccc(Br)cc2)s1` gave CHT PAM inactive and CHT inh inactive.
O/N=C/c1cc(Br)ccc1OCc1ccccc1F was read as CHT PAM inactive and CHT inh inactive.
`COc1ccc(NC(=O)c2cc(C(=O)Nc3ccc(OC)cc3OC)cc([N+](=O)[O-])c2)c(OC)c1` gave CHT PAM inactive and CHT inh inactive.
Screening COc1ccc(NC2CCCN(C(=O)c3c(C)noc3C)C2)cc1 (configuration not stated) returned CHT PAM inactive and CHT inh inactive.
Screening O=C(Nc1ccccc1F)C(c1ccccc1)c1ccccc1 returned CHT PAM inactive and CHT inh inactive.

Main list, from the start:
For COc1ccc(CN2CCC(N3CC(C)OC(C)C3)CC2)c(OC)c1 (configuration not stated) the results were CHT PAM inactive and CHT inh inactive.
Screening CCN(C(=O)Cc1ccc(NC2=NC3CS(=O)(=O)CC3S2)cc1)c1ccccc1 (configuration not stated) returned CHT PAM inactive and CHT inh inactive.
Screening Cc1ccc(CCN2CC(C(=O)NCc3ccco3)CC2=O)cc1 (configuration not stated) returned CHT PAM inactive and CHT inh inactive.
For CCC(C)[C@H](NC(=O)NCc1ccccc1)C(=O)O (some centres not stated) the results were CHT PAM inactive and CHT inh inactive.
`COCCNC(=O)CCn1nc(-c2ccc(C)cc2)c2ccccc2c1=O` gave CHT PAM inactive and CHT inh inactive.
For COc1cc(OC)cc(C(=O)Nc2cccc3ccccc23)c1 the results were CHT PAM inactive and CHT inh inactive.
For Nc1nc2ccccc2n1C(=O)c1ccccc1 the results were CHT PAM inactive and CHT inh inactive.
`CC(C)c1nnc(NC(=O)Cc2ccc(Br)cc2)s1` gave CHT PAM inactive and CHT inh inactive.
O/N=C/c1cc(Br)ccc1OCc1ccccc1F was read as CHT PAM inactive and CHT inh inactive.
`COc1ccc(NC(=O)c2cc(C(=O)Nc3ccc(OC)cc3OC)cc([N+](=O)[O-])c2)c(OC)c1` gave CHT PAM inactive and CHT inh inactive.
Screening COc1ccc(NC2CCCN(C(=O)c3c(C)noc3C)C2)cc1 (configuration not stated) returned CHT PAM inactive and CHT inh inactive.
Screening O=C(Nc1ccccc1F)C(c1ccccc1)c1ccccc1 returned CHT PAM inactive and CHT inh inactive.
CC1=C(C(=O)NC2CCCC(C)C2C)C2(CCCCC2)OC1=O (configuration not stated) was read as CHT PAM inactive and CHT inh inactive.
`Cc1cccc(N2CC(C(=O)Nc3nnc(SCC(=O)Nc4cc(C)on4)s3)CC2=O)c1` (configuration not stated) gave CHT PAM inactive and CHT inh inactive.
Screening Cc1cc(C)cc(-n2ncc3c2CCCC3NC(=O)c2csnn2)c1 (configuration not stated) returned CHT PAM inactive and CHT inh inactive.
`COCCCNC(=O)CC(NS(=O)(=O)c1ccc(F)cc1)c1ccc(OC)cc1` (configuration not stated) gave CHT PAM inactive and CHT inh inactive.
For CCCN(CCC)CCCNC(=O)Cn1cnc2sc(C)c(S(=O)(=O)N3CCC(C)CC3)c2c1=O the results were CHT PAM inactive and CHT inh inactive.
COc1ccccc1NC(=O)CN1CCC(n2c(C)nc3cc(F)ccc32)CC1 was read as CHT PAM inactive and CHT inh inactive.
Screening CC1CN(c2nc3ccccc3cc2-c2ccccc2)CC(C)O1 (configuration not stated) returned CHT PAM inactive and CHT inh inactive.
For CC1CCN(CC(O)COc2cccc(F)c2)CC1 (configuration not stated) the results were CHT PAM inactive and CHT inh inactive.
O=C(CCNS(=O)(=O)c1cccs1)NCc1ccco1 was read as CHT PAM inactive and CHT inh inactive.
NC1C2CN(c3nc4c(cc3F)c(=O)c(C(=O)O)cn4-c3ccc(F)cc3F)CC12 (configuration not stated) was read as CHT PAM 7.92* and CHT inh inactive.
Cc1c(NC(=O)/C(C#N)=C\c2cccs2)c(=O)n(-c2ccccc2)n1C was read as CHT PAM inactive and CHT inh inactive.
For CCS(=O)(=O)Nc1cccc(C2=NN(C(=O)c3ccco3)C(c3ccco3)C2)c1 (configuration not stated) the results were CHT PAM inactive and CHT inh inactive.
`CCOCCCn1c(=S)[nH]c2cc(C(=O)NCC(OC)OC)ccc2c1=O` gave CHT PAM inactive and CHT inh inactive.
Screening CSc1ccccc1NC(=O)CN(C)CC(=O)Nc1ccccc1N1CCOCC1 returned CHT PAM inactive and CHT inh inactive.
O=C(OCc1ccc(Br)cc1)c1cccc(-c2nnc(-c3ccccc3)o2)c1 was read as CHT PAM inactive and CHT inh inactive.
Screening COc1ccc(-c2ccc3sc4ccccc4c(=O)c3c2)cn1 returned CHT PAM inactive and CHT inh inactive.
CCn1c(C2CCN(Cc3ccccc3)CC2)n[nH]c1=S was read as CHT PAM inactive and CHT inh inactive.
Cc1nc(NCCCO)c(C#N)c2c1COC(C)(C)C2 was read as CHT PAM inactive and CHT inh inactive.
`Cc1cc(C(=O)Nc2ccc3c(c2)OCCO3)co1` gave CHT PAM inactive and CHT inh inactive.
COc1ccccc1OCC(=O)NNC(=O)Nc1ccccc1 was read as CHT PAM inactive and CHT inh inactive.
`N#Cc1c(C(F)(F)F)cc(-c2ccc(F)cc2)[nH]c1=O` gave CHT PAM inactive and CHT inh inactive.
Screening COc1ccc(-c2csc(NC(=O)CS(=O)(=O)c3ccc(F)cc3)n2)cc1OC returned CHT PAM inactive and CHT inh inactive.
`CCCCN(C(=O)CCC(=O)Nc1cc(C)on1)C(C(=O)NC1CCCC1)c1ccccc1C` (configuration not stated) gave CHT PAM inactive and CHT inh inactive.
Cc1ccc2nsnc2c1S(=O)(=O)N(Cc1ccco1)Cc1cc2cccc(C)c2[nH]c1=O was read as CHT PAM inactive and CHT inh inactive.
`CC(=O)N1c2ccc(S(=O)(=O)NCCC(=O)N3CCCC(C)C3)cc2CC1C` (configuration not stated) gave CHT PAM inactive and CHT inh inactive.
`O=C(/C=C/c1ccc(Br)cc1)N1CCN(c2cccc(C(F)(F)F)c2)CC1` gave CHT PAM inactive and CHT inh inactive.
O=C(O)C1Nc2c(C(=O)N3CCOCC3)cccc2C2C=CCC12 (configuration not stated) was read as CHT PAM inactive and CHT inh inactive.
`CN1CCN(C(=S)Nc2ccc(Oc3ccccc3)cc2)CC1` gave CHT PAM inactive and CHT inh inactive.
`COc1ccc(CC(=O)NCC2(c3ccc(OC)c(OC)c3)CCCC2)cc1` gave CHT PAM inactive and CHT inh inactive.
Screening CSc1ccc(-c2nnn(Cc3ccc(Br)cc3)n2)cc1 returned CHT PAM inactive and CHT inh inactive.
`COc1ccc(/C=N/NC(=O)CC(=O)NCc2cccnc2)cc1` gave CHT PAM inactive and CHT inh inactive.
For Cc1cc(C)c(OCCCCN2CCNCC2)c(C)c1 the results were CHT PAM inactive and CHT inh inactive.
For CC1C(=O)Nc2ccc(S(=O)(=O)N3CCN(c4cccc(Cl)c4)CC3)cc2NC1=O (configuration not stated) the results were CHT PAM inactive and CHT inh inactive.
`Cc1ccc(C(=O)NC(=S)N2CCN(c3cc(C)ccc3C)CC2)cc1` gave CHT PAM inactive and CHT inh inactive.
CC(=O)c1ccc(OCCCN2CCCCC2)cc1 was read as CHT PAM inactive and CHT inh inactive.
Screening Cc1ccc(NC(=O)/C(C#N)=C/c2cccs2)c(C)c1 returned CHT PAM inactive and CHT inh inactive.
C/C=C/C(=O)Nc1cccc(C(F)(F)F)c1 was read as CHT PAM inactive and CHT inh inactive.
`COc1cc(/C=C(\C#N)c2nc3ccccc3[nH]2)ccc1OC(=O)c1ccco1` gave CHT PAM inactive and CHT inh inactive.
For O=C(C1CCN(S(=O)(=O)N2CCOCC2)CC1)N1CCN(c2ccc(F)cc2)CC1 the results were CHT PAM inactive and CHT inh inactive.
For COc1ccc(CNC(=S)Nc2cccc(C)c2C)cc1 the results were CHT PAM inactive and CHT inh inactive.
`CC(C)(C)c1ccc(C(=O)CC(=O)c2cc(Cl)ccc2O)cc1` gave CHT PAM inactive and CHT inh inactive.
Screening O=C(NCc1ccccc1C(F)(F)F)C1CC(c2ccc(C(F)(F)F)cc2)=NO1 (configuration not stated) returned CHT PAM inactive and CHT inh inactive.
For O=S(=O)(NCCOCC(F)(F)C(F)F)c1ccc2oc3ccccc3c2c1 the results were CHT PAM inactive and CHT inh inactive.
For CCOC(=O)CCC(=O)N(CCN(C(=O)CCC(=O)OCC)c1ccccc1)c1ccccc1 the results were CHT PAM inactive and CHT inh inactive.
For O=C(CN(Cc1ccccc1)C(=O)CCl)c1cccc(Br)c1 the results were CHT PAM inactive and CHT inh inactive.
`COc1cc(NC(=O)Nc2cccc(Cl)c2)c(C(=O)O)cc1OC` gave CHT PAM inactive and CHT inh inactive.
For CN=C(N)NCCC[C@H](N)C(=O)O the results were CHT PAM inactive and CHT inh inactive.
Cc1cc(=O)oc2cc(OCC(=O)OCC(=O)NCc3ccc4c(c3)OCO4)ccc12 was read as CHT PAM inactive and CHT inh inactive.
Screening Cc1ccc(NC(=O)CSc2nnnn2C)cc1S(=O)(=O)N(C)C returned CHT PAM inactive and CHT inh inactive.
Screening Cc1ccccc1NC(=O)c1csc2c1CCCC2 returned CHT PAM inactive and CHT inh inactive.
`O=C(Nc1ccc2nc3n(c(=O)c2c1)CCCC3)c1ccccc1[N+](=O)[O-]` gave CHT PAM inactive and CHT inh inactive.
`c1ccc(-c2nc3cc4ccccc4cc3[nH]2)nc1` gave CHT PAM inactive and CHT inh inactive.
For O=C(NC1CCCC1)c1n[nH]c2ccccc12 the results were CHT PAM inactive and CHT inh inactive.
Screening COc1ccc(OC)c(/C(C)=N/Nc2ccc(C(=O)O)cc2)c1 returned CHT PAM inactive and CHT inh inactive.
For COc1ccccc1NC(=O)CCN1C(=O)C2CC=C(Cl)CC2C1=O (configuration not stated) the results were CHT PAM inactive and CHT inh inactive.
`COc1ccccc1CN1CCNC(=O)C1CC(=O)NCc1csc(C)n1` (configuration not stated) gave CHT PAM inactive and CHT inh inactive.
CC1CC(C)CN(C(=O)COC(=O)Cc2ccc(Br)cc2)C1 (configuration not stated) was read as CHT PAM inactive and CHT inh inactive.
Screening COc1ccc(-n2c(-c3ccc(Br)cc3)c[n+]3c2CCc2ccccc2-3)cc1 returned CHT PAM inactive and CHT inh inactive.
For COc1ccc2sc(N(CCN(C)C)C(=O)c3cc(Cl)sc3Cl)nc2c1 the results were CHT PAM inactive and CHT inh inactive.
For CCn1c(=O)n(CC(=O)N2CC(C)CC(C)C2)c(=O)c2ccccc21 (configuration not stated) the results were CHT PAM inactive and CHT inh inactive.
Screening CCOC(=O)c1[nH]c2ccc(OC)cc2c1NC(=S)N1CCN(C(=O)OCC)CC1 returned CHT PAM inactive and CHT inh inactive.
For CCOC(=O)c1sc(=NC(=O)c2ccc(F)cc2)n(C)c1C the results were CHT PAM inactive and CHT inh inactive.
`CCN(C(=O)Cn1nc(C)n2c(cc3cc(C)ccc32)c1=O)c1ccccc1` gave CHT PAM inactive and CHT inh inactive.
For COC(=O)c1ccc2nc(NC(=O)CSCC(=O)OCC(=O)c3ccccc3)sc2c1 the results were CHT PAM inactive and CHT inh inactive.
For O=C(O)CC(Cc1ccccc1)C(=O)NCC12CC3CC(CC(C3)C1)C2 (configuration not stated) the results were CHT PAM inactive and CHT inh inactive.
Screening COc1ccc(C2(c3ccc(OC)cc3)NC(=O)N(CC(=O)Nc3ccc(C(N)=O)cc3)C2=O)cc1 returned CHT PAM inactive and CHT inh inactive.
Screening Cc1ccc2oc(=O)c3cc(C(=O)NCCCN4CCCC(C)C4)sc3c2c1 (configuration not stated) returned CHT PAM inactive and CHT inh inactive.
`Cc1cccc(CCNC(=O)CCCOc2cc(=O)n(C)c3ccccc23)c1` gave CHT PAM inactive and CHT inh inactive.
Screening Cc1cc(/C=N/NC(=O)C(=O)N2CCCC2)c(C)n1-c1cccc(Br)c1 returned CHT PAM inactive and CHT inh -7.39*.
`COCc1nnc(NC(=O)C2CCN(C(=O)c3ccco3)CC2)s1` gave CHT PAM inactive and CHT inh inactive.
C/C(=C\COc1cc(=O)[nH]c2ccccc12)CCC(O)C(C)(C)O (configuration not stated) was read as CHT PAM inactive and CHT inh inactive.
Screening Cc1ccccc1Cn1cc(S(=O)(=O)CC(=O)N2CCCCC2)c2ccccc21 returned CHT PAM inactive and CHT inh inactive.
COc1ccc(/C=N/NC(=O)c2cccc3ccccc23)c(OC)c1OC was read as CHT PAM inactive and CHT inh inactive.
`CCOC(=O)Cc1cc(=O)n2[nH]c(C)c(C#N)c2n1` gave CHT PAM inactive and CHT inh inactive.
For CCSc1nnc(SCC(=O)N2CCN(C(=O)c3ccco3)CC2)s1 the results were CHT PAM inactive and CHT inh inactive.
Screening Cc1ccc(NC(=O)CSCC(=O)Nc2ccc(N3CCOCC3)c(Cl)c2)cc1 returned CHT PAM inactive and CHT inh inactive.
Cc1cc(NC(=O)CN2CCCCC2)n(-c2ccccc2)n1 was read as CHT PAM inactive and CHT inh inactive.
For COc1ccc(CC(=O)OCC(=O)N2N=C(c3ccccc3)CC2c2ccc(OC)cc2)cc1 (configuration not stated) the results were CHT PAM inactive and CHT inh inactive.
For CCC(NC(=O)Nc1nnc(C(F)(F)F)s1)(C(F)(F)F)C(F)(F)F the results were CHT PAM inactive and CHT inh inactive.
Screening COc1ccc(C(=O)O)cc1S(=O)(=O)NCc1cccnc1 returned CHT PAM inactive and CHT inh inactive.
